# mut p53 react: mutant p53 pathway re-activators, primary screen, cell-based, SW480, luciferase, single point, HTS; actives 1.5% (n = 28,000); AID 624151, 2012; activation, % at 9.98 µM; SW480 PUMA-promoter luciferase, p53 mutant reactivation; in the data active = activation above about 52%
# STK33 inh: STK33 kinase inhibitors, primary screen, biochemical, luminescence, ADP-Glo, MBP substrate; inhibition, % at 12.5 µM; actives 0.44% (n = 27,000); in the data active = inhibition above about 20%
# Target sequence (Q9BYT3 whole entry, looked up): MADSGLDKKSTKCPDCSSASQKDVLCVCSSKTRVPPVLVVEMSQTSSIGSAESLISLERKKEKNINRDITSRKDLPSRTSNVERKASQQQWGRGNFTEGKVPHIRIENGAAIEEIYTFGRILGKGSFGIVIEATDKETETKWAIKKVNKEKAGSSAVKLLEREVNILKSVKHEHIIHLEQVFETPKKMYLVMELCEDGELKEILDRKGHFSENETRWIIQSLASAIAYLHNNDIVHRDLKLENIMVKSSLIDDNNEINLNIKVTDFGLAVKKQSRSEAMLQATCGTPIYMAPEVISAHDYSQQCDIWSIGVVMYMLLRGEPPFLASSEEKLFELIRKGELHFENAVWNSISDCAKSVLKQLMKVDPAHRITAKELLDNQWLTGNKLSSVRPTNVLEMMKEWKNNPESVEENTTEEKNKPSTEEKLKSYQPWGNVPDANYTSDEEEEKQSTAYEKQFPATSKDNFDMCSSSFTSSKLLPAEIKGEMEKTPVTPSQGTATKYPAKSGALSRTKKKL
# The depositor's hits bear a star; x = not tested or not shown. These rows are one share of the data. The share of hits here may be higher or lower than overall.
SMILES,mut p53 react,STK33 inh
C[C@@H]1CCCCO[C@@H](CN(C)CC2CCCCC2)[C@@H](C)CN([C@H](C)CO)C(=O)c2cc(NS(C)(=O)=O)ccc2O1,x,0
O=C1c2ccccc2[C@](Cc2ccccc2I)(C(=O)O)[C@H](c2ccc(CO)cc2)N1C1CCCCC1,x,-3
C[C@@H]1CN([C@@H](C)CO)S(=O)(=O)c2ccc(C#CC3CC3)cc2O[C@@H]1CN(C)Cc1cccc(F)c1,-4,x
Cc1ccc(NC(=O)COc2ccc(C(=O)Nc3ccc(F)cc3)cc2)cc1,-3,-7
O=C(CSc1nnnn1-c1ccccc1)Nc1cc(Cl)ccc1O,1,0
CNC[C@@H]1Oc2c(NC(=O)c3ccncc3)cccc2C(=O)N([C@@H](C)CO)C[C@@H]1C,-6,x
COc1ccc(NC(=O)Nc2ccc3c(c2)CC(=O)N([C@@H](C)CO)C[C@H](C)[C@H](CN(C)Cc2ccc(C(=O)O)cc2)O3)cc1,x,1
Cc1noc(C)c1NC(=O)Nc1ccc2c(c1)CC(=O)N([C@@H](C)CO)C[C@H](C)[C@H](CN(C)Cc1ccccc1)O2,x,-4
CC(C)NC(=O)N(C)C[C@H]1Oc2ccc(NC(=O)Cc3ccccc3)cc2CC(=O)N([C@H](C)CO)C[C@H]1C,x,-2
CC(=O)NCc1c(F)cccc1Cl,x,-3
C[C@H](CO)N1C[C@H](C)[C@@H](CN(C)S(=O)(=O)c2cccs2)OCc2cnnn2CCCC1=O,x,0
NS(=O)(=O)c1ccc(NC(=O)CSc2nnc(-c3ccccc3Cl)n2-c2ccccc2)cc1,-4,5
C[C@H](CO)N1C[C@H](C)[C@@H](CN(C)C(=O)c2ccncc2)OCc2ccccc2-c2ccccc2C1=O,2,x
CN1CCN(CCn2c(-c3ccc(Br)cc3)cn3c4ccccc4nc23)CC1,10,-10
COCC#Cc1ccc2c(c1)O[C@H](CN(C)C(=O)Nc1ccc(OC)cc1)[C@@H](C)CN([C@H](C)CO)S2(=O)=O,-2,x
O=c1ncn(Cc2ccccn2)cc1-c1ccccc1,-7,x
Cc1noc(C)c1S(=O)(=O)Nc1ccc2c(c1)C(=O)N([C@H](C)CO)C[C@@H](C)[C@H](CN(C)Cc1ccc(Oc3ccccc3)cc1)O2,x,3
COc1cc2c(cc1NC(=O)c1cc(-c3cccnc3)nc3ccc(C)cc13)oc1ccccc12,23,2
C[C@H]1CN([C@@H](C)CO)C(=O)Cc2cc(NC(=O)CCN3CCOCC3)ccc2O[C@H]1CN(C)Cc1ccccc1,x,-2
Cc1ccc(-c2nc3cc(NC(=O)COc4ccc([N+](=O)[O-])cc4)ccc3o2)cc1C,22,0
CC(C)(O[C@@H]1O[C@H](CO)[C@@H](O)[C@H](O)[C@H]1O)[C@@H](O)COc1c2ccoc2cc2oc(=O)ccc12,8,-6
CC(=O)O[C@@H]1CC[C@@]2(C)C(C[C@@H](OC(C)=O)[C@@]3(C)C4=CC(=O)O[C@@H](c5ccoc5)[C@]4(C)CCC23)C1(C)C (some centres undefined),x,3
C[C@@H]1CCCCO[C@@H](CN(C)Cc2ccncc2)[C@@H](C)CN([C@@H](C)CO)C(=O)c2cc(NS(=O)(=O)c3cccs3)ccc2O1,3,x
C[C@H]1CN([C@@H](C)CO)C(=O)Cc2cc(NC(=O)C3CC3)ccc2O[C@H]1CN(C)CC1CC1,x,4

# Structures from the list above that have a COOH group:
SMILES,mut p53 react,STK33 inh
O=C1c2ccccc2[C@](Cc2ccccc2I)(C(=O)O)[C@H](c2ccc(CO)cc2)N1C1CCCCC1,x,-3
COc1ccc(NC(=O)Nc2ccc3c(c2)CC(=O)N([C@@H](C)CO)C[C@H](C)[C@H](CN(C)Cc2ccc(C(=O)O)cc2)O3)cc1,x,1

# (list continues)
SMILES,mut p53 react,STK33 inh
C[C@@H]1CN([C@@H](C)CO)C(=O)c2cc(C#Cc3ccccc3)cnc2O[C@@H]1CN(C)C(=O)c1ccccn1,6,x
C[C@H]1CN([C@@H](C)CO)C(=O)Cc2cc(NC(=O)Nc3ccc4c(c3)OCO4)ccc2O[C@@H]1CN(C)Cc1ccc2c(c1)OCO2,3,3
CCOc1ccc(NC(=O)CC2NCCNC2=O)cc1 (centres undefined),3,0
Cc1noc(C)c1S(=O)(=O)Nc1ccc2c(c1)CC(=O)N([C@H](C)CO)C[C@H](C)[C@H](CN(C)Cc1ccc3c(c1)OCO3)O2,x,-36
C=CCn1c(Sc2ncnc3c2cnn3-c2ccccc2)nnc1-c1ccncc1,-79,x
C[C@@H]1CCCCO[C@@H](CN(C)CC2CCCCC2)[C@@H](C)CN([C@H](C)CO)C(=O)c2cc(NC(=O)CCC(F)(F)F)ccc2O1,2,-5
C[C@@H]1CN([C@H](C)CO)C(=O)Cc2cc(NC(=O)c3ccncc3)ccc2O[C@@H]1CN(C)C(=O)Nc1ccc(F)cc1,5,-1
C[C@@H]1CN([C@H](C)CO)C(=O)c2cc(NC(=O)Nc3ccccc3)ccc2O[C@H]1CN(C)Cc1ccccc1,x,1
C[C@H](CO)N1C[C@H](C)[C@H](CN(C)C(=O)c2ccccc2)OCCCC[C@H](C)Oc2ccc(NS(=O)(=O)c3ccccc3)cc2C1=O,-4,x
C[C@@H]1CN([C@@H](C)CO)C(=O)CCCn2nncc2CO[C@@H]1CN(C)C(=O)CCCN(C)C,x,-1
COc1ccc(C(=O)NCCc2c[nH]c3ccccc23)cc1[N+](=O)[O-],-2,-1
COC(=O)CN(c1cc([N+](=O)[O-])ccc1OC)S(C)(=O)=O,0,-1
CC(=O)Nc1ccc(S(=O)(=O)N2CCc3ccccc32)cc1,x,0
Cc1cc(C)n2nc(SCC(=O)c3cccs3)nc2n1,-6,-2
C[C@H]1CN([C@@H](C)CO)C(=O)c2cc(C#Cc3cccc(F)c3)cnc2O[C@H]1CN(C)Cc1ccccn1,-4,x
O=C(C[C@@H]1C[C@@H]2c3cc(NC(=O)C4CCOCC4)ccc3O[C@@H]2[C@@H](CO)O1)NCc1cccc(F)c1,-1,x
C[C@H](CO)N1C[C@H](C)[C@@H](CN(C)S(=O)(=O)c2cccs2)OCCCC[C@H](C)Oc2ccc(NS(=O)(=O)c3ccccc3)cc2C1=O,-15,x
Cc1ccc(S(=O)(=O)N(C)C[C@@H]2OCCCC[C@@H](C)Oc3ccc(NC(=O)NC4CCCCC4)cc3C(=O)N([C@H](C)CO)C[C@H]2C)cc1,-26,x
C[C@H]1CN([C@@H](C)CO)C(=O)c2cc(Br)cnc2O[C@H]1CN(C)Cc1ccccn1,-4,x
Cc1cc2c(=O)n(Cc3ccco3)c(SCC(=O)N3CCCc4ccccc43)nc2s1,-13,11
COc1ccc(-c2cnc3c(c2)C(=O)N([C@H](C)CO)C[C@H](C)[C@H](CN(C)Cc2cccc(C)c2)O3)cc1,x,-2
Cc1noc(C)c1NC(=O)N(C)C[C@H]1Oc2c(NC(=O)NC3CCCCC3)cccc2C(=O)N([C@H](C)CO)C[C@H]1C,6,x
CC1Nc2ccc(Cl)cc2S(=O)(=O)N1 (centres undefined),x,1
Cc1noc(C)c1NC(=O)Nc1cccc2c1O[C@H](CN(C)C(=O)NC1CCCCC1)[C@@H](C)CN([C@@H](C)CO)C2=O,13,x

# The list goes on, overlapping the part above by 2 compounds.
SMILES,mut p53 react,STK33 inh
CC1Nc2ccc(Cl)cc2S(=O)(=O)N1 (centres undefined),x,1
Cc1noc(C)c1NC(=O)Nc1cccc2c1O[C@H](CN(C)C(=O)NC1CCCCC1)[C@@H](C)CN([C@@H](C)CO)C2=O,13,x
CCn1c(SCC(=O)Nc2ccccc2)nc2ccc(I)cc2c1=O,-4,-4
COc1ccc(S(=O)(=O)N(C)C[C@@H]2Oc3ccc(NS(=O)(=O)c4ccc(Cl)cc4)cc3CC(=O)N([C@H](C)CO)C[C@H]2C)cc1,x,1
C[C@@H]1CN([C@H](C)CO)C(=O)Cc2cc(NC(=O)C3CC3)ccc2O[C@@H]1CN(C)C,0,-3
CCCc1cc(=O)[nH]c(=S)[nH]1,4,-1
C[C@H](CO)N1C[C@H](C)[C@@H](CN(C)C)Oc2ccc(NC(=O)Nc3ccc(C(F)(F)F)cc3)cc2C1=O,3,x
Cc1noc(C)c1NC(=O)Nc1ccc2c(c1)CC(=O)N([C@@H](C)CO)C[C@@H](C)[C@@H](CN(C)C(=O)Nc1ccc(F)cc1)O2,x,-1
CNC[C@H]1OCCCC[C@@H](C)Oc2ccc(NC(=O)Nc3ccc4c(c3)OCO4)cc2C(=O)N([C@@H](C)CO)C[C@H]1C,-6,x
CCCNC(=O)N(C)C[C@H]1Oc2cc(C#CC(C)(C)O)ccc2S(=O)(=O)N([C@H](C)CO)C[C@@H]1C,14,x
Cn1c(NCc2ccco2)nc2c1c(=O)n(Cc1ccc(Cl)cc1)c(=O)n2C,3,3
CCOC(=O)c1ccc(NC(=O)CN2C(=O)CNC2=O)cc1,-13,-4
C[C@@H]1CN([C@@H](C)CO)C(=O)Cc2cc(NC(=O)Cc3ccccc3)ccc2O[C@@H]1CN(C)Cc1ccc(Cl)c(Cl)c1,x,5
C=C[C@@H](OC)[C@H](OC(=O)Nc1ccc(SC)cc1)c1ccc(OCCO)cc1,x,-7

# 7 records picked at random from those above:
SMILES,mut p53 react,STK33 inh
Cn1c(NCc2ccco2)nc2c1c(=O)n(Cc1ccc(Cl)cc1)c(=O)n2C,3,3
C[C@H]1CN([C@@H](C)CO)C(=O)c2cc(C#Cc3cccc(F)c3)cnc2O[C@H]1CN(C)Cc1ccccn1,-4,x
C[C@@H]1CCCCO[C@@H](CN(C)Cc2ccncc2)[C@@H](C)CN([C@@H](C)CO)C(=O)c2cc(NS(=O)(=O)c3cccs3)ccc2O1,3,x
O=c1ncn(Cc2ccccn2)cc1-c1ccccc1,-7,x
NS(=O)(=O)c1ccc(NC(=O)CSc2nnc(-c3ccccc3Cl)n2-c2ccccc2)cc1,-4,5
COc1cc2c(cc1NC(=O)c1cc(-c3cccnc3)nc3ccc(C)cc13)oc1ccccc12,23,2
O=C(C[C@@H]1C[C@@H]2c3cc(NC(=O)C4CCOCC4)ccc3O[C@@H]2[C@@H](CO)O1)NCc1cccc(F)c1,-1,x

# The listing continues:
SMILES,mut p53 react,STK33 inh
Cc1cc(C(=O)Nc2cccc3c2O[C@H](CN(C)C(=O)NC2CCCCC2)[C@@H](C)CN([C@@H](C)CO)C3=O)n(C)n1,2,x
C[C@H](CO)N1C[C@H](C)[C@H](CN(C)Cc2ccncc2)Oc2ccc(NC(=O)Nc3ccccc3)cc2CC1=O,-15,2
C[C@@H]1CN([C@@H](C)CO)C(=O)c2cc(NC(=O)CCC(F)(F)F)ccc2O[C@@H]1CN(C)S(=O)(=O)c1cccs1,x,-1
Cc1ccc(S(=O)(=O)N(C)C[C@H]2OCCCC[C@@H](C)Oc3ccc(NC(=O)Nc4ccccc4)cc3C(=O)N([C@H](C)CO)C[C@@H]2C)cc1,x,0
CCCN(C)C[C@H]1OCCCC[C@@H](C)Oc2ccc(NC(=O)CCCN(C)C)cc2C(=O)N([C@@H](C)CO)C[C@@H]1C,-1,x
C[C@@H]1CN([C@H](C)CO)C(=O)c2cccc(NC(=O)c3ccncc3)c2O[C@@H]1CN(C)Cc1ccc2c(c1)OCO2,6,x
COc1ccc(S(=O)(=O)Nc2ccc3c(c2)CC(=O)N([C@H](C)CO)C[C@@H](C)[C@@H](CN(C)Cc2ccc(-c4ccccc4)cc2)O3)cc1,x,5
C[C@@H]1CCCCO[C@@H](CN(C)C(=O)c2ccncc2)[C@@H](C)CN([C@H](C)CO)C(=O)c2cc(NC(=O)c3ccccc3)ccc2O1,x,0
CC1C(=O)c2cc3c(cc2CCN(C)Cc2c1ccc1c2OCO1)OCO3 (centres undefined),-10,-2
COC(=O)c1c(NC(=O)CC2Sc3ccccc3NC2=O)sc2c1CCC(C)C2 (centres undefined),-2,1
C[C@@H]1CCCCO[C@H](CN(C)Cc2ccc(C(F)(F)F)cc2)[C@@H](C)CN([C@@H](C)CO)C(=O)c2cc(NC(=O)Nc3ccc(F)cc3)ccc2O1,-53,x
C[C@H]1CN([C@@H](C)CO)C(=O)c2cc(/C=C/c3ccccc3)cnc2O[C@@H]1CN(C)C(=O)c1ccc(F)cc1,6,x
C/C=C/C#CC#C[C@@H](O[C@@H]1O[C@H](CO)[C@@H](O)[C@H](O)[C@H]1O)[C@H](O)/C=C/CCCO,-2,-2
COc1ccc(S(=O)(=O)Nc2cccc3c2O[C@H](CN(C)CC2CC2)[C@H](C)CN([C@H](C)CO)C3=O)cc1,-17,x
COc1ccccc1OCC(=O)Nc1sc2c(c1C#N)CCCCC2,-17,1
C[C@H](CO)N1C[C@H](C)[C@H](CN(C)Cc2ccc(C(=O)O)cc2)OCCCC[C@H](C)Oc2ccc(NC(=O)Nc3ccc4c(c3)OCO4)cc2C1=O,8,x
Cc1noc(C)c1S(=O)(=O)Nc1ccc2c(c1)C(=O)N([C@@H](C)CO)C[C@H](C)[C@@H](CN(C)Cc1ccccc1)O2,x,1
Cc1ccc(S(=O)(=O)Nc2ccc3c(c2)CC(=O)N([C@@H](C)CO)C[C@@H](C)[C@@H](CN(C)C(=O)NC2CCCCC2)O3)cc1,x,2
COc1ccc([Si](C)(C)[C@H]2[C@H](CC(=O)N(CCO)Cc3ccccc3)O[C@@]3(C(=O)N(C)c4ccccc43)[C@@H]2C)cc1,x,-4
COc1ccc(-c2cc(C(F)F)n3ncc(C(=O)N(C)Cc4cnn(C)c4C)c3n2)cc1,-3,-2
C[C@H](CO)N1C[C@H](C)[C@H](CN(C)S(=O)(=O)c2cccs2)Oc2ncc(-c3cc4ccccc4o3)cc2C1=O,21,6
O=C(c1ccc(F)cc1)n1nc(-c2ccccc2)nc1NCc1ccco1,39,2
CN(CC(=O)Nc1ccc(F)c(Cl)c1)S(=O)(=O)c1ccc(F)cc1,12,2
C[C@@H]1O[C@@H](O[C@H]2[C@@H](Oc3cc(O)c4c(c3)O[C@H](c3ccc(O)cc3)CC4=O)O[C@H](CO)[C@@H](O)[C@@H]2O)[C@H](O)[C@H](O)[C@H]1O,x,3
COc1ccc(S(=O)(=O)Nc2ccc3c(c2)CC(=O)N([C@H](C)CO)C[C@H](C)[C@@H](CN(C)Cc2ccc(-c4ccccc4)cc2)O3)cc1,-12,x

# Screening results from PubChem.
